SDO1 yeast rescue: compounds rescuing growth of sdo1-depleted yeast, bone marrow failure model | S. cerevisiae sdo1-depleted JHY4D growth rescue, OD600 30 h; active compounds read high; pdr5 snq2 efflux-pump mutant strain | z-score at 10 µM | AID 817 | 140,000 compounds, 0.21% hits;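 active = z-score above 3 at both the 24 hr and the 30 hr optical density reads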;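 also: z-score against mean and SD of all compound wells on the same plate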
INS promoter inh: TRM-6 insulin promoter activity inhibition. TRM-6 cells (human fetal islet line), insulin promoter-eGFP reporter, imaging; reporter expression induced with tamoxifen. inhibition, % at 2 µM. 130,000 compounds, 0.9% hits. AID 1273;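 active = inhibition above the mean plus 3 SD, with well images judged a real hit on visual review, cut at about 60% in these data, passing the limit was not always enough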
SDO1 yeast rescue Rescue 24 h: also measured in SDO1 yeast rescue; calls as there; z-score; S. cerevisiae sdo1-depleted JHY4D growth rescue, OD600; measured here: growth rescue at 24 h;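 0 is the plate mean of compound wells and units are plate SD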
* hit, by the source's call; / = not tested or not shown.

smiles	SDO1 yeast rescue Rescue 24 h	INS promoter inh	SDO1 yeast rescue
O=C(COc1ccccc1)Nc1nnc(-c2ccc3c(c2)CCCC3)o1	-2	/	-2.2
Cc1ccccc1NC(=O)C1CCCN(S(=O)(=O)c2cnc[nH]2)C1 (configuration not stated)	0.29	/	0.58
CCOC(=O)N1CCC(Nc2c(-c3ccccc3)c(=O)c2=O)CC1	0.11	-86	0.55
Cc1cccc(N2C(=O)CC(Sc3nc(C)cc(C)n3)C2=O)c1 (configuration not stated)	-0.4	-17	0.41
COCCN1C(=O)N[C@@H](c2ccccc2)C(C(=O)OC)=C1C	0.21	35	0.42
COc1cc([N+](=O)[O-])ccc1NC(=O)C[n+]1ccccc1	-1	-7	-0.16
CCOC(=O)c1ccc(NC(=O)CN2C(=O)C(CC)SC(CC)C2=O)cc1 (configuration not stated)	-0.54	/	-0.5
COc1ccc(CNC(=O)Cn2c(=O)oc3ccccc32)cc1OC	-0.6	47	-0.53
CCOC(=O)c1c2ccc(OCC(=O)N/N=C/c3ccccc3C(F)(F)F)cc2n2ccccc12	0.02	0	-1.7
CCOC(=O)C(C)Sc1nc(-c2ccccc2)nc2ccccc12 (configuration not stated)	/	-27	/
COc1ccc(OC)c(-c2cc(C(=O)Nc3c(C)nn(Cc4ccccc4C)c3C)no2)c1	-0.93	5	-1.2
CCC(=O)NCC(c1ccco1)N1CCN(c2ccc(OC)cc2)CC1 (configuration not stated)	/	11	/

Profiles as entered above:
Results for CCC(=O)NCC(c1ccco1)N1CCN(c2ccc(OC)cc2)CC1 (configuration not stated) → SDO1 yeast rescue Rescue 24 h = /; INS promoter inh = 11; SDO1 yeast rescue = /
Results for COc1ccc(CNC(=O)Cn2c(=O)oc3ccccc32)cc1OC → SDO1 yeast rescue Rescue 24 h = -0.6; INS promoter inh = 47; SDO1 yeast rescue = -0.53
Results for COCCN1C(=O)N[C@@H](c2ccccc2)C(C(=O)OC)=C1C → SDO1 yeast rescue Rescue 24 h = 0.21; INS promoter inh = 35; SDO1 yeast rescue = 0.42

Next section:
smiles	SDO1 yeast rescue Rescue 24 h	INS promoter inh	SDO1 yeast rescue
Cc1cc(NS(=O)(=O)c2ccc(NC(=S)NC(=O)c3ccc(F)cc3)cc2)no1	0.42	-21	0.72
COc1ccc(N2C(=O)CNC2=S)cc1	1.4	-107	0.97
COC(=O)c1ccc(Nc2cc(C)nc3nc(C)nn23)cc1	-1.8	-40	-0.21
O=C1c2ccccc2N2C(=O)c3ccccc3C2N1Cc1ccco1 (configuration not stated)	-0.62	/	-1.4
CC(C)N(C(=O)CSc1nnc(-c2cc3ccccc3cc2O)n1Cc1ccco1)C(C)C	-1.1	21	-1.2
CCOCCCNC(=S)N1CCCN(c2nc3c(C)c(C)ccc3cc2C#N)CC1	/	-52	/
Cc1ccc(CNC(=O)c2ccc3c(c2)NC(=O)C(N2CCOCC2)S3)cc1 (configuration not stated)	/	-100	/
COC(=O)Nc1c(C(=O)OC)cc(OC)c(OC)c1OC	1.2	-3	1.1
O=C(Nc1nc(-c2ccccc2)cs1)c1ccc(S(=O)(=O)N2CCc3ccccc32)cc1	-0.18	12	1
Cc1[nH]c2ccccc2c1N=Nc1ccc(F)cc1	/	7	/
CNc1nc(OC)nc(N2CCOCC2)n1	0.08	-110	0.44
O=C(CSc1nc(-c2ccccc2)cc(=O)[nH]1)N1CCOCC1	-0.01	-14	-0.05
Cn1c(SCC(=O)N2CCCCC2)nnc1-c1ccc(S(=O)(=O)N2CCOCC2)cc1	-0.45	-29	0.18
Cc1cc(-c2ccccc2)nc(N(C)NC(=O)c2cccc(C(F)(F)F)c2)c1S(C)(=O)=O	-0.26	-61	-0.81
N#Cc1ccsc1NC(=O)CN1CCN(c2ccccc2)CC1	-1.1	43	-0.28
COc1ccc(C(=O)Nc2ccc3nc(N4CCCCC4)cc(C)c3c2)cc1OC	-0.86	-12	-0.79
Cc1cccc(-n2c(N)cc(=O)[nH]c2=S)c1C	-0.42	-22	-0.05
O=C(c1cc(C2CC2)on1)N1CCN(C(c2ccccc2)c2ccccc2)CC1	-1.1	/	-1.3
CC(=O)c1cc(-c2ccccc2)n(CC(=O)N2CCC(N3CCCCC3)CC2)c1C	0.76	29	0.99
Cc1cc(NC(=O)c2cc(F)c(F)cc2Cl)no1	0.51	/	1
CCc1cccc(CC)c1NC(=O)c1cccc(NC(=O)c2ccccc2)c1	0.39	54	0.13
Cc1cc(C)nc(SCc2nnc(SCC(N)=O)n2Cc2ccco2)n1	-0.04	-26	0.14
O=C(c1ccco1)N1CCN(S(=O)(=O)c2ccc3c(c2)CCN3C(=O)C2CC2)CC1	-1.1	12	-0.43
CCN(Cc1ccccc1)c1ccc(/C=N/NS(=O)(=O)c2ccc(C)c([N+](=O)[O-])c2)cc1	-0.6	-7	-0.55
O=C(NCC(c1cccnc1)N1CCN(c2ccccc2F)CC1)OCc1ccccc1 (configuration not stated)	-0.88	-49	-2
O=C(NC12CC3CC(CC(C3)C1)C2)c1ccc(-c2ccc(Cl)cc2)o1	-1.1	19	-1.8
O=C(N/N=C/c1ccc(Cl)cc1)c1nc2ccc([N+](=O)[O-])cc2c(=O)[nH]1	/	-6	/
N=C1S/C(=C\c2ccccc2F)C(=O)N1c1ccc(F)cc1	0.48	-100	-0.21
COC(=O)c1cc(NC(=O)C2(S(=O)(=O)c3ccc(Cl)cc3)CC2)cc(C(=O)OC)c1	-1.8	0	-0.81
Cc1ccc(S(=O)(=O)N2CCN(C(=O)CN3CCc4ccccc4C3)CC2)cc1	-1.3	-36	-1
COc1cc(/C=C/C(=O)N(Cc2ccccc2)c2ccccn2)cc(OC)c1OC	-2.1	33	-1.6
Cc1ccc(S(=O)(=O)c2nc(C)oc2N2CCOCC2)cc1	/	36	/
O=C(Cc1cccs1)Nc1nnc(SCc2ccc(C(F)(F)F)cc2)s1	0.94	/	1.3
CN1CCN(c2nc(-c3ccc(Br)cc3)nnc2-c2ccccc2)CC1	-0.97	28	-1.8
CCOc1ccc(NC(=O)Cn2nnc(-c3ccccc3NC(=O)C3CC3)n2)cc1	-1.1	/	-0.54
CSc1ccc(Cl)c(C(=O)NCCOc2cc(C)ccc2C(C)C)c1	-0.74	21	-0.97
CCCOc1ccccc1C1NC(=O)NC(C)=C1C(=O)OCCOC(C)C (configuration not stated)	-0.54	/	-0.29
COC(=O)c1nn(-c2ccccc2)nc1-c1nn(-c2ccccc2)nc1C(=O)OC	0.5	30	-0.77
CCc1ccc(NC(=O)C(C)OC(=O)c2cccc(S(=O)(=O)N3CCc4ccccc4C3)c2)cc1 (configuration not stated)	0.42	/	0.55
C/C(=N\O)C1(C)N(O)C(C)(C)C(c2ccc(F)cc2)=[N+]1[O-] (configuration not stated)	0.25	17	0.49
COC(=O)C(CC(C)C)NC(=O)c1ccc([N+](=O)[O-])cc1 (configuration not stated)	-0.47	-67	0.16
COc1ccc(C2CC(c3ccc(OC)cc3)n3nc(NC(=O)c4ccco4)nc3N2)cc1 (configuration not stated)	-0.66	23	-0.41
O=C(Nc1ccccc1C(=O)OC1CCOC1=O)c1ccco1 (configuration not stated)	0.14	-18	0.17
CC1=C(C)CC(C(=O)Nc2nc(-c3ccc(C)cc3C)c(C)s2)C(C(=O)O)C1 (configuration not stated)	-0.15	3	-0.27
CCOc1ccc(OCCOCCN2CCc3ccccc3C2)cc1	-0.12	/	0.18
C=COCCNC(=O)Nc1ccc(Cl)cc1Cl	-0.48	66	0.04
Cc1cccc(C)c1N1CCN(c2ccc3nnc(C(F)(F)F)n3n2)CC1	-0.17	65	-1.3
CC1CCCCN1CC(=O)NCc1ccc2c(c1)OCO2 (configuration not stated)	1.3	55	1.2
CCN(CC(=O)NCc1ccc(Cl)cc1)Cc1cc(=O)n2ccsc2n1	/	-93	/
COc1ccc(N2C(=O)CC(C#N)=C2N)cc1	/	0	/
Oc1c(C(c2ccccn2)N2CCC(Cc3ccccc3)CC2)cc(Cl)c2cccnc12 (configuration not stated)	/	-43	/
COc1ccc(CNc2cccc(F)c2)cc1Br	-1.9	-6	-2.2
CSc1nsc(SCC(=O)N2CCN(c3ccccc3)CC2)n1	-0.91	-27	-0.73
Cc1cccc(OCc2nc3ccccc3c(=O)n2N)c1	1	-19	0.21
CC1CCCCN1C(=O)c1ccc(NC(=O)c2ccccc2Cl)cc1 (configuration not stated)	/	2	/
COc1cccc(C2C(C(=O)OCc3ccccc3)=C(C)Nc3ncnn32)c1OC (configuration not stated)	-1.3	/	-1.2
O=C(COc1ccccc1-c1ccccc1)N/N=C/c1ccc2ccccc2c1	-1.1	-162	-1.3
Cc1cccc(OCc2nnc(SCC(=O)Nc3cc(C)on3)n2C)c1	0.25	-18	-0.31
O=C(CN1CCCN(Cc2ccc(F)cc2Cl)C1=O)NCc1ccccc1	0.2	/	0.07
O=c1cc(CO)oc(C(Nc2ccccn2)c2ccc(F)cc2)c1O (configuration not stated)	-0.46	-38	0.38

Following part.
smiles	SDO1 yeast rescue Rescue 24 h	INS promoter inh	SDO1 yeast rescue
O=C(CCSc1nc2ccccc2s1)N/N=C/c1c(O)ccc2ccccc12	-0.01	-4	0.09
O=S(=O)(c1ccc(NC(=S)Nc2ccccc2)cc1)N1CCOCC1	-0.34	29	0.5
Cc1nn(Cc2ccc(Cl)cc2)c(C)c1NC(=O)c1c(-c2ccccc2)noc1C	-1.4	34	-1.3
Cc1cc(C(=O)OCC(=O)Nc2ccccc2)c(C)o1	/	-76	/
COCCN(CCOC)C(=S)Nc1ccccc1	/	-20	/
CC1(C)C(=O)OC(c2cccn2-c2ccc([N+](=O)[O-])cc2)C2(CCCCC2)C1=O (configuration not stated)	-0.45	/	-0.86
CC1(C)Cc2c(ccc3ccccc23)C(c2cc3ccccc3oc2=O)=N1	-0.32	17	-0.82
COc1ccc(-n2c(=O)c3ccccc3n(CC(=O)NC3CCCCC3)c2=O)cc1	-0.71	29	0.16
Cc1ccc(NC(=S)NCc2ccc(S(N)(=O)=O)cc2)c(C)c1	/	18	/
O=S(=O)(c1ccc2c(c1)OCCO2)N1CCC(c2nc3ccc(Cl)cc3[nH]2)CC1	3.5*	/	9.1*
Cc1cc(C)c(C)c(S(=O)(=O)NCc2cccnc2)c1C	-0.19	-28	0.47
Cc1cc2oc(=O)cc(Cn3ccnc3)c2cc1C	1.4	-40	0.85
BrC(=C\c1ccccc1)/C=N/Nc1nc2ccccc2[nH]1	-0.3	33	-1
SC(COCc1ccccc1)CN1CCN(Cc2ccc3c(c2)OCO3)CC1 (configuration not stated)	-1.9	/	-2.1
COc1cc(C(=O)NC(=S)N(C)Cc2ccccc2)cc(OC)c1OC	/	-5	/
CCC1(c2cccc(Cl)c2)NC(=O)N(Cc2cc(C(=O)OC)c(C)o2)C1=O (configuration not stated)	0.08	50	-0.55
COc1cc2[nH]c3c(=O)n(CCN(C(C)C)C(C)C)cnc3c2cc1OC	-0.33	14	0.32
CCC(Sc1nc(C)cc(=O)[nH]1)C(=O)Nc1nnc(C)s1 (configuration not stated)	-0.43	-60	-0.04
O=C(CO)N/N=C/c1cccc(Cl)c1Cl	-0.2	40	0
COc1ccc(C2=[N+]([O-])C(C)(C)N(O)C2(C)C)cc1	-0.78	/	-0.98
CCNC(=S)N1CCN(C(=O)c2ccco2)CC1	0.26	/	0.49
CCc1ccc(NC2Nc3cc(C)nn3S2)cc1 (configuration not stated)	0.27	-15	0.05
Cc1cccc(OCC(=O)N/N=C2/SCC(=O)N2Cc2ccco2)c1	/	-2	/
N#C/C(=C/c1ccc(C(=O)O)cc1)C(=O)Nc1ccccc1	/	-22	/
CC1(C)Cc2nc3sc4c(SCC(=O)NCc5ccco5)ncnc4c3cc2CO1	0.32	-65	0.2
CCOc1ccc(C(=O)NCC(C)C)cc1	-0.42	-20	0.48
Cc1cccc(N2CCN(C(=S)NCCc3ccccc3)CC2)c1C	1	18	0.28
Cc1ccc(-c2cc3nn(-c4ccccc4)c(N)c3c(=O)o2)cc1	-1	/	-1.2
COC(=O)c1sc(NC(=O)c2cc3c(s2)CCCC3)nc1C	0.66	-6	-0.86
COc1ccc2oc(=O)c(-c3csc(Nc4ccc(O)cc4)n3)cc2c1	-0.73	38	-2
CCCCn1c(SCC(=O)Nc2ccccc2C(F)(F)F)nc2ccsc2c1=O	0.32	5	-0.33
Cc1ccc(C(=O)Nc2sc(C(=O)N(C)C)c(C)c2C#N)cc1	-0.64	39	0.06

Reformatted: entries from further up
COC(=O)c1sc(NC(=O)c2cc3c(s2)CCCC3)nc1C
  SDO1 yeast rescue Rescue 24 h: 0.66	INS promoter inh: -6	SDO1 yeast rescue: -0.86

COc1ccc2oc(=O)c(-c3csc(Nc4ccc(O)cc4)n3)cc2c1
  SDO1 yeast rescue Rescue 24 h: -0.73	INS promoter inh: 38	SDO1 yeast rescue: -2

CCCCn1c(SCC(=O)Nc2ccccc2C(F)(F)F)nc2ccsc2c1=O
  SDO1 yeast rescue Rescue 24 h: 0.32	INS promoter inh: 5	SDO1 yeast rescue: -0.33

Cc1ccc(C(=O)Nc2sc(C(=O)N(C)C)c(C)c2C#N)cc1
  SDO1 yeast rescue Rescue 24 h: -0.64	INS promoter inh: 39	SDO1 yeast rescue: 0.06
